Rab9 prom act: qHTS Assay for Rab9 Promoter Activators. Huh7 Rab9 promoter-luciferase reporter, luminescence, 24 h. Potency, µM (doses to about 9.22 µM), inactives show at the top dose activation, negative = inhibition, actives largely listed as activators. actives 2.8% (n = 320,000); further: % of control where 0% means no effect; nearly all actives have a fitted effect of over 60% in size
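Quantitative HTS format; Huh7 Rab9-luciferase reporter cells (1500/well) receive compound 2 h post-plating, incubate 24 h at 37 °C, then get luciferase reagent for 10 min before luminescence reading.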
VP16 counter: VP16 counterscreen qHTS for inhibitors of ROR gamma transcriptional activity | AID 2546, 2010 | Drosophila S2 Gal4-VP16 UAS-luciferase, luminescence, 20 h | Potency, µM (highest dose often 53.6 µM), for the others: top-dose activity, negative = inhibition, actives largely listed as inhibitors | actives 3.5% (n = 310,000);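 further: Gal4-VP16 expression switched on by copper sulfate through the metallothionein promoter; on the % scale 0 is the no-effect control and ±100 the full control effect; nearly all actives have a fitted effect of over 50% in size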
FLuc counter: qHTS profiling assay for firefly luciferase inhibitor/activator using purifed enzyme and Km concentrations of substrates (counterscreen for miR-21 project); Luciferin 4-monooxygenase (Photinus pyralis), P08659; purified FLuc, Km substrates, luminescence inhibition; Potency, µM (titrated, usually from 57.5 µM), without a hit: at the top dose activity change, negative = inhibition, usual class: inhibitors; actives 6.9% (n = 360,000); AID 588342, 2011;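 further: plate controls were vehicle for no effect and reference inhibitor for full effect; nearly all actives have a fitted effect of over 55% in size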
Target sequence (P08659 whole entry, looked up): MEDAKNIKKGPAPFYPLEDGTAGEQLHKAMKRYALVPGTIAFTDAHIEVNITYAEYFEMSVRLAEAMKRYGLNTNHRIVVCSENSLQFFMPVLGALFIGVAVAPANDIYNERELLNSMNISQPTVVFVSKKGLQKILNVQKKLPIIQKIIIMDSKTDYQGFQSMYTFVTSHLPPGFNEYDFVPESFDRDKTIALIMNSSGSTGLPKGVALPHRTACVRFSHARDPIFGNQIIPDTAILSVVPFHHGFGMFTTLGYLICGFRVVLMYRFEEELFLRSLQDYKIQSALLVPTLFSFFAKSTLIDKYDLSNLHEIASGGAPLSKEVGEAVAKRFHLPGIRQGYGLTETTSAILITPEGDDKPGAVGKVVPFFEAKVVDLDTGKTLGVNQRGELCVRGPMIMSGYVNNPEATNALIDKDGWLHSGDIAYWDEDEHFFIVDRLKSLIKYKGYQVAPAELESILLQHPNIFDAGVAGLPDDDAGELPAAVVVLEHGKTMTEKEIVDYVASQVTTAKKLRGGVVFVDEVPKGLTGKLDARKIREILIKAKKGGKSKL
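Biochemical qHTS of compounds, final roughly 60 µM downward over six points, against 10 nM purified firefly luciferase using Km concentrations of substrates (10 uM D-luciferin, 10 uM ATP) in Tris acetate pH 7.5 buffer; luminescence output.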
NPC1 prom act: qHTS Assay for NPC1 Promoter Activators; Huh7 NPC1 promoter luciferase reporter, 24 h; Potency, µM (series often up to 9.22 µM), for inactives: at the highest dose activation, most hits filed as activators; actives 2.4% (n = 320,000);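 further: % of control where 0% means no effect; nearly all actives have a fitted effect of over 60% in size; reporter is driven by a mutant NPC1 promoter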
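Quantitative HTS used a cell-based reporter: Huh7 cells stably bearing the NPC1 promoter upstream of luciferase were treated with compounds for 24 h, and promoter activation was read as luminescence.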
p53 reactivation: qHTS assay for re-activators of p53 using a Luc reporter | H1299 p53-A138V BP100-luciferase reporter, luminescence, 24 h | Potency, µM (series often up to 92.2 µM), for inactives: at the highest dose activity change, positive = activation, most hits filed as activators | actives 0.063% (n = 320,000) | AID 504706, 2011; further: % of control where 0% means no effect; nearly all actives have a fitted effect of over 45% in size
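H1299 (p53-null), stable ts p53-A138V + BP100-Luc; 1000 cells/well, Opti-MEM/10% FBS; cpd 4 pt, 1:5; 24 h, 37 deg C, 5% CO2; detection reagent 10 min RT; luminescence.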
RORg inh: qHTS for inhibitors of ROR gamma transcriptional activity | Potency, µM (titrated, usually from 53.6 µM), without a hit: top-dose activity change, negative = inhibition, hits mostly inhibitors | Nuclear receptor ROR-gamma (Mus musculus), P51450 | AID 2551, 2010 | Drosophila S2 Gal4-RORgamma UAS-luciferase reporter, 20 h | actives 5.4% (n = 310,000); further: on the % scale 0 is the no-effect control and ±100 the full control effect; nearly all actives have a fitted effect of over 60% in size
Target sequence (P51450 whole entry, looked up, the tested form may be a part): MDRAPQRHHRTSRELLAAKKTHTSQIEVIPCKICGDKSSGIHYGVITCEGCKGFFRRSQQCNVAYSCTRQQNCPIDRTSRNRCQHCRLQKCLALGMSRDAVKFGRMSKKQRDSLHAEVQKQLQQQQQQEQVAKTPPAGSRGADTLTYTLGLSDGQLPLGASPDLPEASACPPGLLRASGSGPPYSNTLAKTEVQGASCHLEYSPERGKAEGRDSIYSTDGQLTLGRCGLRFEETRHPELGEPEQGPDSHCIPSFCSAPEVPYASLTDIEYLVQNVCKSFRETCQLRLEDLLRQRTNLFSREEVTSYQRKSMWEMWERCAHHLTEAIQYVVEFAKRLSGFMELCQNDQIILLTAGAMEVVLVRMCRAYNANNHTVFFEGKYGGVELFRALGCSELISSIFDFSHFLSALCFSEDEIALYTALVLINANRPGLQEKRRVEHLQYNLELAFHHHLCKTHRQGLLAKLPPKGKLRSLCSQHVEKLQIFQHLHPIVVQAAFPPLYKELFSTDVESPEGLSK
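Drosophila Schneider cells stably carrying a metallothionein-driven Gal4 DBD–ROR gamma fusion and a UAS-Photinus luciferase reporter were exposed to compound for 1 hr, then induced with copper sulfate (700 uM final) for 20 hr at ambient temperature before luminescence reading.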
MBNL1-CUG inh: qHTS Assay for Inhibitors of MBNL1-poly(CUG) RNA binding | actives 0.036% (n = 280,000) | TR-FRET MBNL1-His/biotin-(CUG)12 binding, 665/545 ratio | Muscleblind-like protein 1 (Homo sapiens), Q9NR56 | AID 2675, 2010 | Potency, µM (doses to about 57.5 µM), without a hit: at the highest dose activity change, negative = inhibition, hits mostly inhibitors; active means well fitted inhibition curve with a large enough effect in the signal ratio, with a control signal flat, not every such curve was filed as active; inconclusive means small, poorly fitted or top-dose-only effect, or effect the other way, or a change in a side signal; inactive means no such curve, though single readings can be large or run the other way; the % refers to the signal ratio; further: on the % scale 0 is the no-effect control and ±100 the full control effect
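Compound titration spanned 92 nM–58 uM against the MBNL1-His/biotin-(CUG)12 complex. After 60 min at room temperature with 5 nM streptavidin-XL665 and 0.055 ng/ul terbium anti-His, ratiometric 665/545 nm emission (Ex 340 nm) normalized to controls.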
BRCA1 expr act: qHTS Assay to Identify Small Molecule Activators of BRCA1 Expression; MCF7-BRCA1-FFLuc reporter, luminescence, 48 h; response scale: scaled: vehicle 0%, 10 µM genistein 100%; Potency, µM (highest dose often 46.1 µM), for the others: at the top dose activation, usual class: activators; actives 1.1% (n = 380,000); AID 624202, 2012; further: nearly all actives have a fitted effect of over 80% in size; some results filed as inactive show a strong effect at the top dose
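Luminescence from a BRCA1-driven firefly luciferase in MCF7 cells was the read-out, taken 15 min after substrate addition following 48 h compound exposure at 37 °C. Data were normalized to a 10 microM genistein control and DMSO vehicle.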
uPA generation: qHTS for Inhibitors of Cell Surface uPA Generation; actives 0.31% (n = 330,000); Potency, µM (top dose mostly 38.3 µM), for inactives: at the top dose activity change, negative = inhibition, most hits filed as inhibitors; cell surface uPA generation assay, qHTS; active means well fitted inhibition curve with a large enough effect; inconclusive means small, poorly fitted or top-dose-only effect; inactive means no such curve, though single readings can be large or run the other way; tested in mouse RAW 264.7 cells; further: on the % scale 0 is the no-effect control and ±100 the full control effect; nearly all actives have a fitted effect of over 55% in size
ELG1 genotoxic: qHTS screen for small molecules that induce genotoxicity in human embryonic kidney (HEK293T) cells expressing luciferase-tagged ELG1; HEK293T ELG1-luciferase reporter, luminescence, 16 h; Potency, µM (highest dose often 46 µM), inactives show at the top dose activity change, positive = activation, usual class: activators; actives 1.3% (n = 330,000); AID 504466, 2011; further: % of control where 0% means no effect; nearly all actives have a fitted effect of over 60% in size
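Reporter readout depends on ELG1 protein level, which increases with genetic stress. After 16 hr compound exposure at 37 °C, luciferase activity was quantified using ONE-Glo.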
* marks the source's active call; other numbers are inactive results; ? = inconclusive; / = not tested or not shown; [ ] = remark or other dose. Unless noted, the call rests on the fitted dose curve; in most records, active means well fitted curve in the direction sought with a large enough effect; inconclusive means small, poorly fitted or top-dose-only effect, or another doubt; inactive means no such curve, though single readings can be large; an effect the other way counts as inactive or inconclusive. Potency means the concentration at half of the fitted maximal effect.

entry	canonical_smiles	Rab9 prom act	VP16 counter	FLuc counter	NPC1 prom act	p53 reactivation	RORg inh	MBNL1-CUG inh	BRCA1 expr act	uPA generation	ELG1 genotoxic
1	N#Cc1ccc(C(=O)Nc2cc(-c3ccccc3)nn2-c2ccccc2)cc1	3%	/	-7%	3%	-10%	/	/	0%	5%	-24%
2	Cc1cc(C)c(S(=O)(=O)c2ccccc2)c(=O)[nH]1	-1%	5%	1%	0%	0%	-1%	-12%	-11%	-1%	0%
3	O=C(CSc1nnnn1-c1ccc(Cl)cc1)NNC(=O)c1ccc([N+](=O)[O-])cc1	0%	6%	7%	0%	0%	-5%	?	-1%	2%	1%
4	Cc1cc(N2CCC(C(N)=O)CC2)nc(-c2ccccc2)n1	-2%	-2%	7%	-1%	-3%	10%	-2%	-4%	-1%	?
5	O=C(Nc1ccn(Cc2ccccc2F)n1)c1ccc(COc2ccccc2Cl)cc1	-15%	-20%	-3%	-2%	0%	?	1%	-45%	-3%	-9%
6	O=C(CCNC(=O)c1ccc(Br)cc1)Nc1cccc(S(=O)(=O)N2CCCCCC2)c1	-14%	/	3%	-2%	-6%	/	/	-67%	-5%	-11%
7	COc1ccc(C(=O)CCN2CCc3cc(OC)c(OC)cc3C2)cc1	-4%	?	-1%	0%	-10%	?	1%	-20%	-1%	5%
8	CCOc1ccc(OCCN2C(=O)NC3(CCCc4ccccc43)C2=O)cc1 (stereo not given)	0%	-7%	1%	-3%	-21%	23%	18%	0%	0%	0%
9	Cc1cc(OCC(=O)NC(Cc2ccc(Cl)cc2)C(=O)O)c2c(C)c(C)c(=O)oc2c1 (stereo not given)	-9%	3%	3%	-5%	21%	0%	4%	0%	-69%	-2%
10	CC(=O)c1ccc(NC(=O)COC(=O)c2ccccc2N=Nc2ccc(N(C)C)cc2)cc1	12%	-3%	5.4µM*	1%	?	?	?	-39%	-12%	-3%
11	CCCCN(C)C(=O)c1nc2ccccn2c1CN1CCSCC1	-11%	-11%	1%	-2%	-1%	18%	5%	-4%	1%	1%
12	CN(C)/N=C/c1ccc(OC(=O)c2cccc([N+](=O)[O-])c2)cc1	-1%	-7%	-14%	-4%	1%	-2%	31%[activator]	-2%	7%	1%
13	Cc1nc2ncnn2c(C)c1CCC(=O)NCc1ccccc1	5%	1%	0%	0%	0%	28%	-9%	3%[1.84 µM]	1%	2%
14	CC(=O)CSc1nc(-c2cccs2)c(C#N)c(=O)[nH]1	0%	-14%	-9%	-4%	-3%	10%	57%[activator]	-5%	-4%	-3%
15	CSCCC1C(=O)OC2(C)CC(C)(C)NC(=S)N12 (stereo not given)	1%	?	1%	0%	-4%	-109%	-6%	-14%	7%	2%
16	CSC1=C(C#N)C(c2sccc2C)CC(=O)N1 (stereo not given)	3%	6%	?	-5%	-2%	11%	-8%	2%	1%	-2%
17	O=C(O)c1cccc(Oc2ccccc2[N+](=O)[O-])c1	-4%	-20%	4%	0%	-3%	-32%	/	-11%	1%	1%
18	CC(C)OC(=O)Cc1nc2sc(-c3ccccc3)cc2c(=O)[nH]1	4.5µM*	-3%	17µM*	?	17%	-28%	32%[activator]	?	?	?
19	O=C(CCC(=O)OCC(=O)c1ccc(Cl)cc1)NC1CCCCC1	2%	-12%	-16%	-1%	6%	-9%	0%	-2%	2%	-1%
20	COc1ccc(CC(=O)NNC(=O)CCc2ccccc2)cc1OC	-1%	-1%[10 µM]	-4%	4%	3%	1%	1%	-7%	-1%	6%
21	COc1ccc(CNC(=O)Cn2c(=O)oc3ccccc32)cc1OC	0%	2%	-12%	-1%	-3%	-4%	-11%	-3%	6%	-2%
22	Cc1ccc2[nH]c(=O)c(C(c3nnnn3CC3CCCO3)N3CCOCC3)cc2c1 (stereo not given)	-1%	-7%	-1%	-5%	-4%	9%	-3%	2%	/	2%
23	COC(=O)C(NC(=O)CCC(=O)NC(C(=O)OC)c1ccccc1)c1ccccc1 (stereo not given)	-1%	-2%	0%	-3%	/	-3%	8%	4%	10%	2%
24	CCN(CC(=O)Nc1c(F)cccc1F)C(=O)CNC(=O)c1cccs1	-1%	/	5%	0%	-3%	/	/	16%	-6%	-6%
25	CSCCC(NC(N)=O)C(=O)Nc1ccc2ccccc2c1 (stereo not given)	15%	9%	3%	1%	-1%	23%	8%	21%	-1%	2%
26	CC(C)OC(=O)c1cccnc1N1CCN(c2ccc(F)cc2)CC1	0%	-1%	0%	-1%	25%	12%	-1%	10%	8%	-1%
27	CCN(CC)S(=O)(=O)c1ccc(N2CCOCC2)c(NC(=O)c2ccccc2F)c1	-3%	4%	0%	-1%	3%	-4%	0%	-37%	1%	-5%
28	O=C(NCCc1ccc2c(c1)OCCO2)c1cc(S(=O)(=O)N2CCCC2)ccc1Cl	-16%	/	-3%	-3%	4%	/	/	-5%	5%	0%
29	O=C(COC(=O)c1ccc(S(=O)(=O)N2CCOCC2)cc1)NCc1cccs1	-2%	-1%[10 µM]	-1%	0%	-3%	16%	-14%	6%	-2%	-5%
30	Cc1ccc(NC(=O)C2CCN(S(=O)(=O)c3cccc(C(F)(F)F)c3)CC2)nc1	-9%	/	-9%	-1%	2%	/	/	-21%	13%	?
31	COc1ccc(NC(=O)c2ccccc2NC(=O)c2ccccc2C(=O)O)c(OC)c1	-4%[1.84 µM]	-6%	-13%	-3%	17%	-1%	1%	64%	-10%	13%
32	CC1CCCCN1C(=O)C1CCCN(S(=O)(=O)c2cccc3nsnc23)C1 (stereo not given)	0%	11%	1%	-1%	-4%	-1%	?	0%	3%	-1%
33	CC(=O)c1c(C)[nH]c(C(=O)N2CCN(c3ccccn3)CC2)c1C	0%	6%	-1%	0%	0%	-3%	-6%	-10%	-24%	-1%
34	CC(C)c1ccc(NC(=O)COC(=O)C2CCCCC2)cc1	17%	/	1.2µM*	11%	3%	/	/	30%	-18%	6%
35	O=C(Nc1cccc2cccnc12)c1cccc([N+](=O)[O-])c1	?	/	?	22%	/	/	18%	?	?	20%
36	Cc1c(Cl)cccc1NC(=O)CSCC(N)=O	-1%	0%	0%	2%	-9%	16%	-3%	-7%	2%	0%
37	O=C(N/N=C/c1cn[nH]c1-c1ccccc1)c1ccco1	-2%	-22%[10 µM]	-10%	-1%	18%	-25%	3%	-5%	1%	5%
38	CCCc1nn(C)c(C(=O)Nc2cccc(C)c2)c1Cl	?	-24%	17µM*	?	?	-6%	-1%	81%	3%	?
39	Cc1ccc(NC(=S)N(CCC(C)C)C(C)c2ccncc2)c(Cl)c1 (stereo not given)	-2%	1%	5%	-4%	4%	29%	4%	-56%	/	-3%
40	O=C(CC12CCC(CC1)C2)NCc1ccc2c(c1)OCO2	14%	17%	?	17%	?	?	4%	74%	-2%	11%
41	O=C(Nc1cc(S(=O)(=O)N2CCOCC2)ccc1OCC(F)(F)F)c1ccc(N2CCCC2=O)cc1	0%	/	3%	-6%	4%	/	/	-19%	-1%	-5%
42	COc1ccc(Cc2c(O)nc(SC)n(C(C)=O)c2=O)cc1	-2%	-1%	5%	-3%	-6%	3%	-7%	-7%	3%	4%
43	COc1ccc(CNC(=O)C2CCCN2C)cc1OC (stereo not given)	2%	1%	-1%	-4%	2%	3%	-14%	-1%	5%	0%
44	CC(=O)c1c(CC(=O)O)[nH]n(-c2nc3ccccc3s2)c1=O	?	2%	12µM*	21%	24%	0%	-3%	91%	/	10%
45	CSc1nnc(C)c(=O)n1COC(=O)c1ccc(S(=O)(=O)N(C)C)cc1	0%	-23%	3%	-7%	-10%	-12%	-7%	-22%	0%	-1%
46	COc1cccc(C(=O)NCC(=O)N/N=C/c2cccc(OC(=O)c3ccc([N+](=O)[O-])cc3)c2)c1	0%	22%	-1%	4%	-2%	33%	5%	-10%	7%	-1%
47	Cc1cccc(NC(=O)c2sc(-c3ccccc3)nc2-c2ccc([N+](=O)[O-])cc2)c1	1%	8%	-2%	1%	-5%	-8%[10 µM]	/	-1%	-4%	-2%

Hits appear at their usual frequency; any-hit rate near 13%.
